Bioassay records deposited in PubChem BioAssay by Broad Institute.
FN deposition inh – fibronectin deposition inhibition. AH1F fibroblasts, Alexa488-fibronectin deposition fluorescence, overnight. inhibition, % at 12.6 µM. 0.086% of 350,000 active;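 active means mean inhibition across replicates of 30% or more, regardless of how many single replicates reach that level; inconclusive means mean under 30% yet at least half of replicates reach 30%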;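 further: positive control wells lacked labelled fibronectin entirely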
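Material – AH1F fibroblast monolayer, labelled fibronectin deposition · Reagent – labelled fibronectin 24 nM · Timing – 1 h adhesion, overnight exposure · Measured by – fluorescence at 485 nm excitation, 525 nm emission · Read-out – inhibition of fibronectin deposition signal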
F508del corr – correctors of CFTR F508del function in bronchial epithelial cells. activity (quench increase), % at 7.58 µM. 0.36% of 350,000 active. CFBE cells, YFP halide quenching; stimulated with forskolin plus potentiator P3; % fluorescence drop versus neutral controls. AID 720511;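 active means mean added fluorescence quench of at least 8% versus neutral control, with both replicates also reaching 8%; inconclusive means only one of the mean or replicate conditions met; inactive means mean below 8% and not both replicates reaching 8%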;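 further: cells transiently co-express mutant CFTR-F508del with the halide-sensitive YFP; corrector assay measuring rescue of mutant channel to the surface after 24 h compound exposure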
PAX8 reporter – PAX8 transcriptional activity inhibition. RMG-I TPO-luciferase reporter, SteadyGlo, 24 h. 1.2% of 360,000 active. inhibition, % at 12.6 µM;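 active means mean replicate inhibition at least 60% with every replicate also reaching 60%; inconclusive means only one of the two criteria is met; inactive means mean below 60% and not all replicates reaching 60%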;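 further: luciferase light reporting Pax8 driven TPO promoter activity; plate controls were median of neutral control wells for no effect and mitoxantrone controls for full effect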
miR-122 sensor – miR-122 inhibition in Huh7 cells; AID 602342; 0.3% of 340,000 active; Huh7 miR-122 Renilla luciferase sensor, 48 h; neutral wells = 0, positive control = 100; activation (reporter increase), % at 12.5 µM;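 active means mean replicate activation score at least 90 and every replicate individually at or above 90; inconclusive means only one of the two criteria met; inactive means neither criterion met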;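 further: higher luciferase means less miR-122 activity so hits act as miR-122 inhibitors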
EWS-Fli inh – blocks EWS/Fli oncoprotein-driven transcription; A673 NR0B1-luciferase reporter, viability-normalised; inhibition, % at 12.6 µM; 0.67% of 350,000 active; AID 651661;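 active means mean inhibition of at least 50% after viability correction, with every replicate also passing that limit; inconclusive means mean reaches 50% but only one of two replicates passes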;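 further: firefly luciferase signal divided by Alamar Blue viability fluorescence both relative to DMSO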
DENV2 CPE – inhibitors of DENV2 cytopathic effect | DENV2-infected cells, cytopathic effect rescue, plate reader | CPE inhibition, % at 9.99 µM | 1.7% of 350,000 active; in the data active means CPE inhibition above about 20%, passing the limit was not always enough; inconclusive means no clear call, values can overlap the other calls; tested in BHK-21 cells;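 further: 0% = median of neutral control wells and 100% = median of positive control wells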
INS-1E GSIS act – primary screen for activators of insulin secretion dependent on glucose, INS-1E cells, GLuc reporter luminescence | 0.61% of 370,000 active | AID 743287 | activation, % at 16.6 µM | INS-1E GLuc reporter insulin secretion, 2-3 h;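 active means lowest replicate activation of at least 40%, so every replicate reaches that level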;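 further: 0% = median of neutral control wells and 100% = median of IBMX positive control wells; some compounds called inactive have numbers as strong as hits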
Numbers without * were called inactive; ? = inconclusive; · = no result given; & = joins results of further samples; [ ] = another dose, or the depositor's remark.

SMILES	FN deposition inh	F508del corr	PAX8 reporter	miR-122 sensor	EWS-Fli inh	DENV2 CPE	INS-1E GSIS act
Cc1cc(Br)cc2c1NC(=O)C2(O)CC(=O)c1ccco1 (stereo not drawn)	1	1.0	4	·	3	3	4
Cc1noc(C)c1S(=O)(=O)Nc1ccc2c(c1)C(=O)N([C@@H](C)CO)C[C@@H](C)[C@H](CN(C)Cc1ccc(Cl)c(Cl)c1)OCCCC[C@@H](C)O2	·	-2.0	69*	-9[16.7 µM]	19	-2	-12
CC(=O)Nc1cc(-c2cccc(C(=O)N(C)C)c2)cn2c(-c3ccccc3)cnc12	9	1.2	9	10	2	2	-14
COc1ccc(-n2c(=S)[nH]c3sc(-c4ccccc4)cc3c2=O)c(OC)c1	-11	-7.1	-1	-1	1	2	-3
Cc1ccc(-c2ccc(OC(=O)c3ccc(=O)[nH]c3)c(C)c2)cc1	5	-2.3	-19	-4	3	3	-3
O=C(COC(=O)c1ccc(F)cc1)NC1CC1	-4	1.9	6	5	-6	4	10
Cc1ccc(S(=O)(=O)CCC(=O)OCc2cc(C)ccc2C)cc1	3	-0.2	-4	·	-2	0	18
COc1ccc(NC(=O)N(C)C[C@H]2Oc3ccc(NS(=O)(=O)c4ccc(C)cc4)cc3C(=O)N([C@@H](C)CO)C[C@H]2C)cc1	·	0.3	2	4[16.7 µM]	1	·	8
Cc1cc(C=O)c(C)n1-c1ccc2c(c1)OCO2	·	0.1	9	·	-15	-1	3
CC1=NNC(=O)C1CC(=O)N/N=C/c1ccc(C)o1 (stereo not drawn)	-4	-3.2	-7	-4	-4	2	-6
COC(C[C@@H]1O[C@@H]1[C@H](O)[C@@H](C)OCc1ccccc1)OC	2	-2.0	-6	·	0	-17	5
CCOC(=O)COc1ccc(Br)cc1/C=C/c1[nH]c(=O)[nH]c(=O)c1[N+](=O)[O-]	2	0.9	-1	-2	11	-5	-13
COCC(=O)N1C[C@H](C)[C@@H](OC)CN(C)C(=O)c2ccc(NC(=O)c3ccc(F)cc3)cc2OC[C@@H]1C	-6	-0.3	·	·	3	9	12
COc1ccc(S(=O)(=O)N2CCCCC2)cc1NC(=O)c1cccc(S(=O)(=O)N2CCOCC2)c1	-4	-2.3	6	-1	12	-3	-3
CCN(CCn1cccn1)C(=O)CCc1nnc(CCc2ccccc2OC)o1	7	3.8	23	-4	12	2	14
Cc1c(NC(=O)C(C)OC(=O)Cc2ccc(F)cc2)c(=O)n(-c2ccccc2)n1C (stereo not drawn)	2	-1.3	-19	·	1	17	19
CC(C)C(NC(=O)C(NC(=O)C1OC2OC(C)(C)OC2C2OC(C)(C)OC12)C(C)C)C(=O)O (stereo not drawn)	·	0.6	7	·	-10	-3	12
CCNS(=O)(=O)c1cc(-c2nnc(OC)c3ccccc23)ccc1C	-3	2.1	11	54	-6	-5	-3
Cc1c2c(nc3c(C(=O)NC4CC4)cnn13)CCCC2	-4	·	·	0	·	·	37
CC(C)C[C@H]1CN([C@@H](Cc2ccc(O)cc2)CN2CCC[C@H]2CN2C(=O)C(=O)NC[C@@H]2Cc2ccccc2)C(=O)C(=O)N1CC1CCCCCC1	-6	-0.2	-25	·	21	?	-3
Cc1noc(C)c1S(=O)(=O)Nc1ccc2c(c1)C(=O)N([C@H](C)CO)C[C@H](C)[C@@H](CN(C)C)O2	-4	-1.2	-4	6[16.7 µM]	-2	-5	-1
COc1ccc(CCN2CC(C(=O)N(C)C3CCOCC3)CCC2=O)cc1 (stereo not drawn)	11	1.9	6	·	-13	2	5
COc1ccc(C(=O)/C=C/c2cccc(OCc3ccccc3)c2)cc1CSCC(=O)O	-6	-9.8	7	0	·	-3	-27
CN1CCc2ccc(NC(=O)c3ccc(C(F)(F)F)cc3)cc2C1	5	-6.2	-26	1	-18	0	2
c1ccc2c(c1)[nH]c1ccncc12	-9	-0.2	-5	-7	-6	1	9
CCOCCCn1c(=S)[nH]c2ncccc2c1=O	·	·	-7	-12	·	·	12
O=C(C[C@H]1CC[C@H]2[C@@H](COC[C@@H](O)CN2S(=O)(=O)c2ccc(F)cc2)O1)NCC1CC1	5	0.7	7	-4[16.7 µM]	5	15	-4
COCC(=O)Nc1ccc2c(c1)C(=O)N(C)[C@@H]1CC[C@@H](CC(=O)NC3Cc4ccccc4C3)O[C@@H]1CO2	6	1.4	-10	-37[16.7 µM]	-1	-2	2
F[B-](F)(F)COCc1ccccc1C#Cc1ccccc1	20	1.5	-21	·	-7	7	98*
CCCC(=O)Nc1ccc2c(c1)C(=O)N(C)C[C@H](OC)[C@H](C)CN(Cc1ccc(-c3ccccn3)cc1)[C@H](C)CO2	1	-0.9	-40	·	2	0	-10
COc1ccccc1C#Cc1cnc2c(c1)C(=O)N([C@@H](C)CO)C[C@@H](C)[C@@H](CN(C)S(=O)(=O)c1cn(C)cn1)O2	·	0.0	14	-9[16.7 µM]	-7	5	-3
COC(=O)Cn1c(=NC(=O)c2nc3ccccc3s2)sc2cc(S(N)(=O)=O)ccc21	3	·	5	-6	·	·	19
CC(C)NC(=O)N(C)C[C@@H]1Oc2ccc(NC(=O)CCN3CCOCC3)cc2CC(=O)N([C@@H](C)CO)C[C@@H]1C	-8&1	-1.0&-1.9	1	88[16.7 µM]	-4&-2	-8&-6	4&8
N#Cc1ccncc1Sc1ccc(Cl)cc1	0	3.0	20	·	11	-3	-5
CCCNC(=O)Nc1ccc2c(c1)OC[C@@H](C)N(Cc1ccccc1)C[C@@H](C)[C@H](OC)CN(C)C2=O	-8	1.1	·	-2[16.7 µM]	0	2	-22
CC1CCN(C(=O)COC(=O)c2ccc3ccccc3n2)CC1	-1	-1.9	-1	-9	6	-4	14
O=c1ccc(-c2ccc(S(=O)(=O)Nc3cccc(F)c3)o2)n[nH]1	12	0.4	-7	·	-1	-1	21
COc1ccc(C(=O)NC(=S)NCc2cccnc2)cc1Br	2	-1.9	2	-4	13	5	3
O=C(N/N=C/c1ccccc1Cl)c1[nH]c2ccc(Br)cc2c1-c1ccccc1	0	·	-14	·	-6	-4	-5
C[C@@H]1CCCCO[C@H](CN(C)S(C)(=O)=O)[C@@H](C)CN([C@@H](C)CO)C(=O)c2cc(NC(=O)Cc3ccccc3)ccc2O1	·	2.0	10	7[16.7 µM]	3	-2	-6
COc1ccc(OC)c(NC(=O)CN2C(=O)COc3ccc(C)cc32)c1	2	2.0	15	-4	0	-7	-22
COC(=O)C1=C(C)NC(C)=C(C(=O)OC)C1c1ccc2ccccc2n1	3	·	15	-8	·	·	·
Cc1noc(C)c1NC(=O)N(C)C[C@@H]1OCCCC[C@H](C)Oc2ccc(NC(=O)Nc3cccc4ccccc34)cc2C(=O)N([C@H](C)CO)C[C@@H]1C	·	-1.1	-18	0[16.7 µM]	-7	-11	-6
COc1cccc(-c2ccc3c(c2)O[C@@H](CN(C)C(C)=O)[C@@H](C)CN([C@@H](C)CO)S3(=O)=O)c1	·	-0.5	·	7[16.7 µM]	-7	5	6
O=C(NN1C(=O)c2cc(Br)ccc2NC1c1ccccc1Cl)c1ccncc1 (stereo not drawn)	-6	3.3	26	·	14	0	-4
COc1ccc(CN2C[C@@H](CO)O[C@@H](n3cnc4c(NC5CCC5)ncnc43)C2)cc1	-3	-0.6	16	-3	-4	1	-6
CCSc1nnc([C@@H](NC(=O)OC(C)(C)C)C(C)C)o1	5	0.3	4	3	4	?	-8
N#CCN1C(=O)C(=O)N(Cc2cccc(C(F)(F)F)c2)C1=O	6	2.3	5	10	-9	-2	15
CCN(C[C@@H]1[C@@H](c2ccccc2)[C@@H](CO)N1C(C)=O)C(=O)NC(C)C	·	-1.1	0	-12[16.7 µM]	-11	7	5
CC(C)NC(=O)N(C)C[C@H]1Oc2c(NC(=O)CCCCCC(=O)Nc3ccccc3N)cccc2C(=O)N([C@@H](C)CO)C[C@@H]1C	·	0.0	-15	·	-24	-1	-4
COCCN(C(=S)Nc1ccccc1OC)C1CCN(C(C)C)CC1	9	0.6	-9	-3	6	13	-11
Cc1cccc(NC(=O)c2cc(S(=O)(=O)N3CCCCC3)ccc2Cl)n1	7	-4.6	-9	-5	11	2	27
CCOC(=O)C1(CC)NC(c2ccc(OC)c(OC)c2)C2C(=O)N(c3cccc(C(C)=O)c3)C(=O)C21 (stereo not drawn)	-7	0.2	15	1	5	-1	·
COc1ccc(-c2oc3cccnc3c2/C=C/c2ccc(OC)c(OC)c2)cc1	-9	0.5	10	-3	-13	1	0
COc1ccc(-n2nc(C(=O)NCC(=O)N3CCCC(C)C3)c3ccccc3c2=O)cc1Cl (stereo not drawn)	6	3.4	-1	-4	-22	-1	5
C[C@@H]1CN([C@@H](C)CO)C(=O)c2cc(NC(=O)Cc3ccccc3)ccc2O[C@@H](C)CCCCO[C@@H]1CN(C)C(=O)CCCN(C)C	-7	0.2	3	·	7	-15	22
N#C[C@@H]1[C@@H](c2ccccc2C2=CCCCC2)[C@@H](CO)N1S(=O)(=O)c1cccc(F)c1	-10	-0.4	·	·	4	-5	-26
COc1ccccc1N1CCN(/N=C\c2cccnc2)CC1	-1	0.8	5	-4	-19	-4	2
Cc1ccc(-c2ccc3c(c2)O[C@H](CN(C)Cc2cccnc2)[C@@H](C)CN([C@H](C)CO)S3(=O)=O)cc1	15	1.3	·	5[16.7 µM]	63*	4	-13
O=[N+]([O-])c1cccc(Nc2c3ccccc3nc3ccccc23)c1	-2	0.0	-2	·	1	3	4

Next section:
SMILES	FN deposition inh	F508del corr	PAX8 reporter	miR-122 sensor	EWS-Fli inh	DENV2 CPE	INS-1E GSIS act
CC(C)C[C@H]1COCc2cn(nn2)CC[C@H](Cc2ccccc2)C(=O)N1	1	·	-5	·	4	4	11
CN(C)C1=NC[C@H](Cc2ccccc2)N1CC1CCCC1	0	2.7	2	0	2	-7	-5
Cc1ccc(CNC(=O)C2CCCN(c3ncnc4c3nc3n4CCCCC3)C2)cc1 (stereo not drawn)	2	-3.3	5	-2	6	1	-8
C[C@@H]1CCCCO[C@@H](CN(C)C(=O)Nc2ccc(C(F)(F)F)cc2)[C@@H](C)CN([C@H](C)CO)C(=O)c2cc(NC(=O)CCCCCC(=O)Nc3ccccc3N)ccc2O1	·	1.4	12	4[16.7 µM]	5	0	19
CN1C(=O)c2ccc(C(=O)NCc3ccccn3)cc2C1=O	·	1.7	1	9	·	-1	17
Cc1c(NC(=O)CSCc2ccc(Cl)cc2Cl)cccc1C(=O)O	-3	1.2	-33	0	8	12	5
COc1cc(C(=O)Nc2cc(S(=O)(=O)N3CCOCC3)ccc2N2CCN(C)CC2)cc(OC)c1OC	6	1.3	14	3	8	3	8
O=C(Nc1cccc(NC(=O)c2ccc3c(c2)OCO3)c1)c1ccccc1	·	0.7	-17	·	-4	-2	1
COc1cccc(C(=O)Nc2ccc3c(c2)C(=O)N(C)C[C@@H](OC)[C@H](C)CN(CC2CC2)[C@H](C)CO3)c1	-3	0.2	11	·	-6	0	0
